# TRPC4 potent: TRPC4 (mouse) allosteric potentiation; Q9QUQ5; HEK293 TRPC4beta/mu-opioid, DAMGO EC20, Fluo-4 Ca2+ flux; hits give high values; B-score at 10 µM; 310,000 tested, 0.42% active;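 active = B-score of calcium response area above 5 SD of library B-scores, with initial fluorescence ratio within 5 SD of library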;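 note: B-score of integrated fluorescence ratio over time as area under calcium response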
# MrgX1 PAM: allosterically activates human MrgX1 receptor signaling; Q96LB2; MrgX1-HEK293, Fluo-4 calcium flux, FDSS; hits give high values; B-score at 10 µM; 310,000 tested, 0.63% active;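 active = plate-corrected calcium response at least 3 library SD above typical, normal starting fluorescence, not activating the receptor alone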;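 note: compound read alongside a low EC10 to EC30 dose of BAM8-22 agonist; peak minus trough fluorescence over baseline measured at the second addition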
# TRPC4 agonist: TRPC4 (mouse) channel activation. 310,000 tested, 0.49% active. Q9QUQ5. B-score at 10 µM. HEK293 TRPC4beta/mu-opioid, Fluo4 calcium fluorescence; hits give high values;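 active = B-score above 5 SD of library B-scores, and initial fluorescence ratio not above library mean plus 5 SD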;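 note: positive B-score marks a calcium rise read as TRPC4 activation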
#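 Material: HEK293 stable line with TRPC4beta plus mu-opioid receptor; technique: Fluo4 calcium-sensitive dye fluorescence, kinetic, 1 Hz baseline; timing: Fluo4 dye loading 45 min at room temperature, 110 s recording; controls: assay buffer as low control, maximal DAMGO as high control; read-out: integrated baseline-normalised fluorescence ratio, converted to per-well B score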
# MrgX1 antagonist: antagonists of human MrgX1 receptor. 310,000 tested, 1.3% active. Q96LB2. MRGX1-HEK293 calcium flux, Fluo-4, BAM8-22 antagonism; hits give low values. AID 588676. B-score at 10 µM;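 active = calcium-response B-score plate-corrected more than 3 library SD below zero, starting fluorescence within 5 deviations, no agonist response on first addition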;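 note: peak minus trough fluorescence over baseline after final BAM8-22 challenge near maximal dose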
# MrgX1 agonist: activates human MrgX1 receptor signaling. MrgX1-HEK293 cells, Fluo-4 calcium fluorescence, agonist mode; hits give high values. Q96LB2. B-score at 10 µM. 310,000 tested, 0.44% active;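 active = calcium response B-score plate-corrected fluorescence ratio at least 3 library SD, with starting fluorescence B-score inside 5 SD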
#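 System – MrgX1-expressing HEK293 cells · Incubation – cells plated overnight, dye loaded 0.5 h 37 °C, 0.5 h room temperature · Technique – kinetic Fluo-4 NW fluorescence of intracellular calcium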
# TRPC6 act: activates the mouse TRPC6 cation channel | AID 2550 | HEK293-TRPC6 membrane potential dye fluorescence; hits give high values | B-score at 10 µM | 310,000 tested, 0.13% active;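 active = B-score of the integrated fluorescence ratio above library mean plus 3 SD, and starting fluorescence ratio within library mean plus 5 SD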;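 note: higher score means more depolarization so channel activation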
# Target sequence (Q61143 whole entry, looked up): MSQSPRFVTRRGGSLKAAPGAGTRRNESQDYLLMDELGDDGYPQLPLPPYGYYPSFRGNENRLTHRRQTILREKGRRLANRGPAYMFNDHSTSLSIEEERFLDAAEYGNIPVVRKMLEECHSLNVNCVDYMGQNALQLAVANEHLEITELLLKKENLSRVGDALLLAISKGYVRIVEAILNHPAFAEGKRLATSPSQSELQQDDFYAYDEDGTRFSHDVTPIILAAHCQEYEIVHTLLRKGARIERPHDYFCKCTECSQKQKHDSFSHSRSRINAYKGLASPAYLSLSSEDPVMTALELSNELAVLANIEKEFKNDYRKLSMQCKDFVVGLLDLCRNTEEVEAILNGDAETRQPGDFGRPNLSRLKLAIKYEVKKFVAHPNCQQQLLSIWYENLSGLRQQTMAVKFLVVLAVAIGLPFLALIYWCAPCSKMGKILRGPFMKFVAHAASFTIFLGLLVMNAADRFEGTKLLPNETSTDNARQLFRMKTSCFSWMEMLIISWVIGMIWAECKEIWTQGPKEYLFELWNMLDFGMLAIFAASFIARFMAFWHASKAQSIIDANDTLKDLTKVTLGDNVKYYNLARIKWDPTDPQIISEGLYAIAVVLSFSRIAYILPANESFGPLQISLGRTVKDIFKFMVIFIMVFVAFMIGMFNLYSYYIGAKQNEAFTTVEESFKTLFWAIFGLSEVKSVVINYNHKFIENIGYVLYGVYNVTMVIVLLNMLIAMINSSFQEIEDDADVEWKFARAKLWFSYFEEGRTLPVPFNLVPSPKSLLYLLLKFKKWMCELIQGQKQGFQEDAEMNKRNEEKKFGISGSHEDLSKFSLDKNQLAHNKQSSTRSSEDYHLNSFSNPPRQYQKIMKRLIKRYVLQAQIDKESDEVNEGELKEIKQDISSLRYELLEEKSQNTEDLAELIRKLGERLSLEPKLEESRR
# ANO1 block: mouse TMEM16A channel inhibition, primary screen; Q8BHY3; HEK293 TMEM16A/YFP iodide influx fluorescence, ionomycin; normalized B-score (activity score, 25-100; higher = stronger inhibition) at 10 µM; 310,000 tested, 1.2% active; AID 588511;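 active = ratio plate-corrected score three or more library SD toward inhibition, starting fluorescence score within five deviations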;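 note: score derived from kinetic fluorescence span divided by baseline fluorescence per well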
# TRPC6 inhibitor: mouse TRPC6 channel inhibition; 310,000 tested, 1.1% active; B-score at 10 µM; HEK293-TRPC6, membrane potential dye, ACh-evoked depolarization; hits give low values;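 active = B-score under library mean minus 3 SD, initial fluorescence not abnormally high, positive integrated signal ratio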;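 note: B-score derived from integrated fluorescence ratio over the kinetic read; more negative B-score means stronger inhibition of depolarization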
# TRPC4 inh: inhibitors of mouse TRPC4 channel. 300,000 tested, 0.39% active. B-score at 10 µM. Q9QUQ5. HEK293 TRPC4beta/mu-opioid, DAMGO-evoked Fluo4 calcium flux; hits give low values;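 active = B-score over 3 SD under the library average, no early fluorescence shift, positive overall ratio signal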
#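 Assay system: TRPC4beta/mu-opioid receptor HEK293 cell line; compound dosing: single concentration per test compound; detection: Fluo4 Ca2+ flux fluorescence; evaluation: per-well B score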
# SKKanGAS inh: SKKanGAS growth inhibition | S. pyogenes SKKanGAS, kanamycin growth, BacTiter-Glo, 6 h | inhibition, % at 7.5 µM | 300,000 tested, 1.3% active | AID 1662;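 active = mean replicate score, as percent of positive control median, at least 50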;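 note: strain carries kanamycin resistance gene driven by streptokinase promoter and grows in 40 µg/ml kanamycin; loss of luminescence reflects streptokinase promoter inhibition or plain growth inhibition; 0% = median of DMSO wells and 100% = positive control at its reference dose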
# ANO1 activ: activates or potentiates the mouse TMEM16A chloride channel; Q8BHY3; HEK293 TMEM16A/YFP-H148Q/I152L, iodide quench fluorescence; hits give low values; B-score at 10 µM; 340,000 tested, 0.3% active; AID 623877;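 active = fluorescence-ratio B-score plate-corrected deviation score at least 3 library SD below zero, with starting fluorescence score within 5 deviations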;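 note: channel opened by trigger with iodide after compound preincubation; score built on the fluorescence ratio of max minus min over baseline; more negative score means more quench and so TMEM16A activation or potentiation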
# * hit, by the source's call; i = inactive; nt = not tested or not shown.
# Values in the order: TRPC4 potent, MrgX1 PAM, TRPC4 agonist, MrgX1 antagonist, MrgX1 agonist, TRPC6 act, ANO1 block, TRPC6 inhibitor, TRPC4 inh, SKKanGAS inh, ANO1 activ
> Cc1cc(-c2ccccc2)nc2c(Br)c(=O)[nH]n12
  i, i, i, i, i, i, i, i, i, 5.3, i
> CCOc1ccc(CNCCN2CCCC2)cc1
  i, i, i, i, i, i, i, i, i, 3.9, i
> CN(C)S(=O)(=O)N1CCN(C(=O)c2cccc(Br)c2)CC1
  i, i, i, i, i, i, i, i, i, 0.4, i
> CC1(CC(=O)N/N=C/c2ccc(-c3ccc(Cl)cc3)o2)OCCO1
  i, i, i, i, i, i, i, i, i, 33.3, i
> Cc1ccc(NC(=O)Cc2csc(-c3ccccc3)n2)cc1F
  i, i, i, i, i, i, i, i, i, -12.2, i
> Cc1cc(C)nc(N/C(=N\S(=O)(=O)Cc2ccccc2)Nc2cccc(Cl)c2C)n1
  i, i, i, i, i, i, i, i, i, 21.5, i
> O=C(C(=O)N1CCCCC1)c1c(-c2ccccc2)[nH]c2ccccc12
  i, i, i, i, i, i, i, i, i, 1.2, i
> OCCCNc1nc(-c2ccccc2)nc2c1oc1ccccc12
  i, i, i, i, i, i, i, i, i, -8.7, i
> COc1cccc(C(=O)SC2=NCCS2)c1
  i, i, i, i, i, i, i, i, i, -0.4, i
> O=C(c1cccs1)C1CCCN(Cc2nc(Cc3ccccc3F)no2)C1 (configuration not stated)
  i, i, i, i, i, i, i, i, i, 9.6, i
> O=C(CSc1nnc(CNC(=O)c2cccs2)o1)Nc1ccccc1F
  i, i, i, i, i, i, i, i, i, -0.7, i
> COc1ccccc1OCC(=O)O/N=C(\N)c1ccccn1
  i, i, i, i, i, i, i, i, i, 3.8, i
> CCCn1c(SCC(=O)NCc2cccs2)nc2c1c(=O)n(C)c(=O)n2C
  i, i, i, i, i, i, i, i, i, -1.8, i
> Cc1cc2c(Nc3ccc(C(=O)O)cc3)ncnc2s1
  i, i, i, i, i, i, i, i, i, -1.9, i
> Cc1ccc(OCCC(=O)OCC(=O)NC(=O)NC2CCCC2)cc1
  i, i, i, i, i, i, i, i, i, -0.5, i
> Cc1cc(C(=O)Nc2ccccc2C(=O)O)ccc1NC(=O)COc1cccc(C)c1C
  i, i, i, i, i, i, i, i, i, 53.6*, i
> Cc1cc(C)c2cc(C(=O)Nc3ccc4c(c3)OCO4)[nH]c2c1
  i, i, i, i, i, i, i, i, i, -14.7, nt
> COC(=O)Nc1nc(Sc2ncc(C(F)(F)F)cc2Cl)n[nH]1
  i, i, i, i, i, i, i, i, i, -1.0, i
> O=[N+]([O-])C1=CC=C2C(=NC3(CCCCC3)N2O)C1=NCCO
  i, i, i, i, i, i, i, i, i, -3.7, i
> COc1ccc(-n2nc(C(=O)N3CCCCC3)c(C)c(C#N)c2=O)cc1
  i, i, i, -5.83*, i, i, i, i, i, 7.1, i
> COc1ccc(NC(=O)c2ccccc2NC(=O)c2ccco2)c(OC)c1
  i, i, i, i, i, i, i, i, i, -3.6, i
> O=C(COC(=O)c1ccc(S(=O)(=O)N2CCOCC2)cc1)NC1CCCCCCC1
  i, i, i, i, i, i, i, i, i, -2.4, i
> O=S(=O)(c1ccccc1)N1CCCC1c1cccs1 (configuration not stated)
  i, i, i, i, i, i, i, i, i, 3.7, i
> CNC(CC(=O)c1ccc([N+](=O)[O-])cc1)C(Cl)(Cl)Cl (configuration not stated)
  nt, i, nt, i, i, nt, 25*, nt, nt, nt, i
> Cc1ccc(NC(=O)c2nnn(CC(=O)Nc3ccccc3)c2N)cc1C
  i, i, i, i, i, i, i, i, i, 1.9, i
> O=C(NC(=O)c1cc(OCC(F)(F)F)ccc1OCC(F)(F)F)Nc1ccccc1
  i, i, i, i, i, i, i, i, i, 4.9, i
> Cc1ccc2c(c1)c1c(n2CC(O)Cn2c(C)nc3ccccc32)/C(=N\O)CCC1 (configuration not stated)
  i, i, i, i, i, i, 100*, i, nt, 14.6, -11.9*
> NC1=NC2(CCCCC2)N(c2ccc(F)cc2F)C(N)=N1
  i, i, i, i, i, i, i, i, i, -4.2, i
> COc1cc(SC)ccc1C(=O)N1CCN(Cc2ccccc2)CC1
  i, i, i, i, i, i, i, i, i, 2.6, i
> O=C(OCC(=O)N1CCc2ccccc21)c1cccnc1Cl
  i, i, i, i, i, i, i, i, i, -3.2, i
> COc1ccc(C2N(C(=O)C(F)(F)F)C(C)CN2S(=O)(=O)c2ccc(C)cc2)cc1 (configuration not stated)
  i, i, i, i, i, i, i, i, i, -8.6, i
> COc1cnc(-c2ccccn2)nc1Oc1ccc(C(C)(C)C)cc1
  i, i, i, i, i, i, i, i, i, 78.3*, i
> O=C1CCC/C(=N/NC(=O)c2cc(NS(=O)(=O)c3cccs3)cc(NS(=O)(=O)c3cccs3)c2)C1
  i, i, i, i, i, i, i, i, i, -3.4, i
> CCCCNC(=O)C1CC(=O)N(C2CCCCC2)C1 (configuration not stated)
  i, i, i, i, i, i, i, i, i, 1.0, i
> COc1ccc(-n2c(=S)[nH]c3cc(C(=O)N(C)Cc4ccccc4)ccc3c2=O)cc1
  i, i, i, i, i, i, i, i, i, 7.9, i
> COCCSc1ccccc1C(=O)NCc1cccnc1
  i, i, i, i, i, i, i, i, i, 4.6, i
> COc1ccccc1CNC(=O)C1COc2ccccc2O1 (configuration not stated)
  i, i, i, i, i, i, i, i, i, -1.2, i
> CS/C(=C\[N+](=O)[O-])Nc1ccc(Cl)cc1
  i, i, i, i, i, i, i, i, i, -9.3, i
> O=C(CSc1n[nH]c(-c2ccccc2)n1)NCc1cccc(C(=O)O)c1
  i, i, i, i, i, i, i, i, i, 3.1, i
> Cc1cccc(C(=O)OC(C)CN2CCCC2)c1 (configuration not stated)
  i, i, i, i, i, i, i, i, i, -7.7, i
> Cc1noc(C)c1C(=O)N1CCC(C(=O)c2ccccc2)CC1
  i, i, i, i, i, i, i, i, i, 2.2, i
> O=C(COC(=O)CCc1nc2ccccc2s1)Nc1nc(-c2ccccc2)cs1
  i, i, i, i, i, i, i, i, i, 1.4, i
> O=C(OCC(=O)N1CCN(S(=O)(=O)c2ccccc2)CC1)c1ccc([N+](=O)[O-])o1
  i, i, i, i, i, i, i, i, i, 11.8, i
> O=C(CNC(=O)c1ccccc1Br)NCCSc1ccc(Br)cc1
  i, i, i, i, i, i, i, i, i, -8.3, i
> CC(C)=NNc1nc2c(c(=O)[nH]c(=O)n2C)n1CCc1ccccc1
  i, i, i, i, i, i, i, i, i, 9.3, i
> Cc1ccc(S(=O)(=O)N2CCN(C(=O)COC(=O)c3ccc(C(C)(C)C)cc3)CC2)c(C)c1
  i, i, i, i, i, i, i, i, i, 26.5, i
> Cc1c(CCC(=O)N2CCC[C@H]2C(=O)O)c(=O)oc2cc3oc4c(c3cc12)CCCC4
  i, i, i, i, i, i, i, i, i, 12.8, i
> O=C(CC1C(=O)NCCN1C(=O)Nc1ccc(Cl)cc1)Nc1ccc(F)cc1 (configuration not stated)
  i, i, i, i, i, i, i, i, i, -5.1, i
> OCCC1CN(CCCn2cccn2)CCN1Cc1ccccc1 (configuration not stated)
  i, i, i, i, i, i, i, i, i, 0.8, i
> c1ccc(-c2ccc(CN3C[C@@H]4C(c5ccccc5)C5(c6cccnc6)CC4(C5)[C@H]3c3ccccc3)cc2)cc1 (some centres not stated)
  i, i, i, i, i, i, i, i, i, 9.6, i
> COc1ccc(CN2CCNC(=O)C2CC(=O)NCc2cc(C)n(C)n2)c(F)c1 (configuration not stated)
  i, i, i, i, i, i, i, i, i, -3.4, i
> CCOC(=O)COc1c(-c2ccc(OC)cc2)oc2ccccc2c1=O
  i, i, i, i, i, i, i, i, i, 17.4, nt
> Cc1cccc(NC(=O)NNC(=O)c2nn(C)cc2Br)c1
  i, i, i, i, i, i, i, i, i, -5.6, i
> COc1ccc(C(=O)NC2CC3CCCC(C2)N3CC(C)C)cc1OC (configuration not stated)
  i, i, i, i, i, i, i, i, i, 5.4, i
> CN(C)S(=O)(=O)c1ccc(C(=O)N2CCOCC2)cc1
  i, i, i, i, i, i, i, i, i, 12.5, i
> Cc1ccc(Nc2nc(C(=O)N3CCC(C(=O)NCCN4CCOCC4)CC3)cs2)cc1
  i, i, i, i, i, i, i, i, i, 0.6, i
> CC1=CSC2=NC(=O)/C(=C\c3cccn3-c3ccccc3)C(=N)N12
  i, 8.76*, i, i, i, i, i, i, i, -10.2, i
> Cn1c(CNC(=O)c2ccccc2F)nnc1SCC(=O)N1CCN(c2ccccc2)CC1
  i, i, i, i, i, i, i, i, i, -0.4, i
> CCOc1cccc(C(=O)NC(=S)Nc2ccccc2)c1
  i, i, i, i, i, i, i, i, i, -11.0, i
> Cc1ccccc1-n1nc2c(c1NC(=O)c1cc3ccccc3o1)CS(=O)(=O)C2
  i, i, i, i, i, i, i, i, i, 17.9, i

# Next structures
# Values in the order: TRPC4 potent, MrgX1 PAM, TRPC4 agonist, MrgX1 antagonist, MrgX1 agonist, TRPC6 act, ANO1 block, TRPC6 inhibitor, TRPC4 inh, SKKanGAS inh, ANO1 activ
> O=C(Nc1ccc(Cl)cc1Cl)c1csc(-c2cccnc2)n1
  i, i, i, i, i, i, i, i, i, 0.2, i
> CCOc1ccc(S(=O)(=O)Nc2cccc(C(=O)NCC(c3ccc(OC)cc3)N3CCOCC3)c2)cc1 (configuration not stated)
  i, i, i, i, i, i, i, i, i, 2.4, i
> CN(CC(=O)Nc1cccc(F)c1)C(=O)Cn1c(=O)cnc2ccccc21
  i, i, i, i, i, i, i, i, i, -1.5, i
> Cc1nnc(SCC(=O)Nc2ccc3c(c2)OCCO3)s1
  i, i, i, i, i, i, i, i, i, -1.3, i
> O=C(NNC(=S)NC(=O)c1cccs1)c1ccc(O)cc1
  i, i, i, i, i, i, i, i, i, nt, i
> COc1ccc(-n2c(N)c(C(=O)NCc3ccco3)sc2=S)cc1
  i, i, i, i, i, i, i, i, i, 9.0, i
> COc1ccc(N2CCN(C(=O)C3CCN(C(=O)c4cccc(Cl)c4)CC3)CC2)cc1
  i, i, i, i, i, i, i, i, i, -1.3, i
> CC(=O)Nc1cccc(OCc2cnc(Cl)s2)c1
  i, i, i, i, i, i, i, i, i, 0.6, i
> CCc1csc(CCNC(=O)C2CCC(=O)N(Cc3cccc(C(F)(F)F)c3)C2)n1 (configuration not stated)
  i, i, i, i, i, i, i, i, i, -9.0, i
